LYPLA1 inh – counter-screen for PME1 inhibitors: inhibitors of human LYPLA1; O75608; recombinant LYPLA1, FP-Rh probe fluorescence polarization; inhibition, % at 5.9 µM; actives 0.16% (n = 320,000);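 active means inhibition above the mean of all tested compounds plus 3 SD, set per campaign, cut at about 14% in these data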;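 further: inhibitors block serine hydrolase probe labeling of LYPLA1 so polarization falls; 0% = enzyme with DMSO and 100% = wells lacking LYPLA1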
PAFAH1B2 FP inh – blocks human PAF acetylhydrolase 1b catalytic subunit 2. P68402. recombinant PAFAH1B2, FP-rhodamine activity probe, fluorescence polarization. inhibition, % at 3.39 µM. actives 1.2% (n = 340,000). AID 492953;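 active means inhibition above the mean of all tested compounds plus 3 SD, cut at about 24% in these data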;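 further: 0% = enzyme with DMSO and 100% = wells lacking PAFAH1B2; many of its hits are not listed in these tables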
Target sequence (P68402 whole entry, looked up): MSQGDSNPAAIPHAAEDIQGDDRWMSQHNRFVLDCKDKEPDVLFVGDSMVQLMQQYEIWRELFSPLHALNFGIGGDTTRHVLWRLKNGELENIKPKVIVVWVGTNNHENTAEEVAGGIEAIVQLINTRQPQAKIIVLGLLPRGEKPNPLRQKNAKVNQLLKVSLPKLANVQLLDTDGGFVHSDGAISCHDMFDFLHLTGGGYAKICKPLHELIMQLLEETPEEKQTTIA
PAFAH1B3 FP inh – inhibitors of human PAFAH1B3; Q15102; recombinant PAFAH1B3, FP-rhodamine probe, fluorescence polarization; inhibition, % at 3.39 µM; actives 0.28% (n = 340,000);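 active means inhibition above the screen-wide average of all tested compounds plus 3 SD, cut at about 25% in these data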;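 further: 0% = enzyme with DMSO only and 100% = wells lacking PAFAH1B3 protein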
Target sequence (Q15102 whole entry, looked up): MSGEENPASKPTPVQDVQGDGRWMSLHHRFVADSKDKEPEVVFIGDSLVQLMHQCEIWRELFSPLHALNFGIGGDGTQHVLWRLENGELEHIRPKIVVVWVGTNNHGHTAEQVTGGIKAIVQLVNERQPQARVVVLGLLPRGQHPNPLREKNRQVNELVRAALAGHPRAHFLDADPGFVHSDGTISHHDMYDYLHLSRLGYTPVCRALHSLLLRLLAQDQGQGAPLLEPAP
pPAFAH inh – inhibitors of human plasma PAF acetylhydrolase (pPAFAH) | recombinant pPAFAH, FP-rhodamine probe fluorescence polarization | inhibition, % at 3.39 µM | actives 1.5% (n = 330,000);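 active means inhibition above the mean inhibition across the screen plus 3 SD, cut at about 25% in these data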;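 further: inhibitors block binding of the rhodamine activity-based probe so polarization drops; 0% = enzyme with DMSO and 100% = wells lacking pPAFAH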
EBNA-1 inhibitor – blocks EBNA-1 binding to DNA; EBNA-1 DNA binding, fluorescence polarization; inhibition, % at 14.8 µM; actives 0.34% (n = 300,000); in the data active means inhibition above about 28%
ZTA DNA inh – counter-screen for EBNA-1 inhibitors: inhibitors of Epstein-Barr virus ZTA; AID 2234; inhibition, % at 11 µM; ZTA-DNA binding, fluorescence polarization; actives 0.15% (n = 320,000); in the data active means inhibition above about 33%
Target sequence (P03206 whole entry, looked up): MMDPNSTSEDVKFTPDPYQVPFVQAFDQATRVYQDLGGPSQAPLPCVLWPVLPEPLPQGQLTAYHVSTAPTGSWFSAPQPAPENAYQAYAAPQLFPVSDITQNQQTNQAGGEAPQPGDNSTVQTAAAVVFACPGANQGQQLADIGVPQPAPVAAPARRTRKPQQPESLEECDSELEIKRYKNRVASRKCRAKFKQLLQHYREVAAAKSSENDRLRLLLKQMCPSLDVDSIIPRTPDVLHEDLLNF
LYPLA2 inh – blocks human lysophospholipase 2, a PME1 counter-screen | O95372 | recombinant LYPLA2, FP-Rh probe fluorescence polarization | inhibition, % at 5.9 µM | actives 0.38% (n = 320,000);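 active means inhibition above the screen-wide mean plus 3 SD, limit set per campaign, cut at about 26% in these data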;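 further: 0% = LYPLA2 with DMSO and 100% = wells lacking LYPLA2 enzyme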
Target sequence (O95372 whole entry, looked up): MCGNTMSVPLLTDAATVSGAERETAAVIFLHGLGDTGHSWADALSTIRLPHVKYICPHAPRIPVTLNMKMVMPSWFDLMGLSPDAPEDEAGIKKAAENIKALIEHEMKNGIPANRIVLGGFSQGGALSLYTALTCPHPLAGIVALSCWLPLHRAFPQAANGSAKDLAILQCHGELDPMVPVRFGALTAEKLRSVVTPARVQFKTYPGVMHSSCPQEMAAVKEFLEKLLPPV
PAFAH2 inh – inhibitors of human PAFAH2. Q99487. recombinant PAFAH2, FP-rhodamine activity probe, fluorescence polarization. inhibition, % at 3.39 µM. actives 0.99% (n = 340,000). AID 492956;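 active means inhibition above the mean over all tested compounds plus 3 SD, cut at about 30% in these data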;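 further: inhibitors block probe labeling of enzyme so polarization drops; 0% = enzyme with DMSO and 100% = wells lacking PAFAH2 protein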
PREPL inh – inhibits the human prolyl oligopeptidase-like enzyme. actives 0.68% (n = 320,000). AID 2751. recombinant PREPL, fluorescence polarization activity-based probe. inhibition, % at 5.96 µM; in the data active means inhibition above about 43%;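 further: 0% = enzyme with DMSO and 100% = wells lacking enzyme; many of its hits are not listed in these tables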
The depositor's hits bear a star; x = not tested or not shown.

SMILES	LYPLA1 inh	PAFAH1B2 FP inh	PAFAH1B3 FP inh	pPAFAH inh	EBNA-1 inhibitor	ZTA DNA inh	LYPLA2 inh	PAFAH2 inh	PREPL inh
CC(C)NC(=O)Cn1cc(C(=O)C(=O)N2CCOCC2)c2ccccc21	3	4	4	3	12	-1	4	-3	4
CN1C(=O)NC(c2cccc(O)c2)C(C(=O)c2cccs2)C1(O)C(F)(F)F (centres undefined)	4	5	3	-3	-21	1	2	-4	10
Cc1c(N=Cc2nc3ccccc3n2C)c(=O)n(-c2ccccc2)n1C	-1	19	3	-3	-5	11	-1	2	3
COc1ccccc1Nc1nnc(SCC(=O)c2c(N)n(C3CC3)c(=O)[nH]c2=O)s1	x	2	6	-5	x	x	x	-6	12
COCCN(C(=S)Nc1cccc(OC)c1)C(C)c1cccs1 (centres undefined)	0	4	3	0	1	-7	-2	17	3
Cc1noc(C)c1S(=O)(=O)N(CC(=O)Nc1ccc2c(c1)OCO2)c1ccc(C(C)C)cc1	1	0	6	4	3	-23	4	7	5
Cc1cc(C)c(C)c(S(=O)(=O)NCc2cccnc2)c1C	-3	0	1	-11	-5	-5	-1	-7	8
Cn1c2c(c(=O)n(C)c1=O)C(NS(=O)(=O)c1ccc(Cl)cc1)(C(F)(F)F)C(=O)N2 (centres undefined)	-2	6	7	-6	-9	1	-1	-4	8
O=Cc1ccc(OC(=O)CCCCC(=O)Oc2ccc(C=O)cc2)cc1	-2	4	0	-2	-16	-4	15	34*	-2
CC(C)c1ccc(NC(=O)Nc2cc3sccc3n2C)cc1	-9	-2	-3	12	-6	-15	0	13	13
CCC(CC)NC(=O)Nc1ccc(C)cc1	1	1	5	1	-2	-14	-2	-5	3
Cc1cc(-c2nnc(CCC(=O)NC(Cc3ccccc3)c3ccccc3)o2)no1 (centres undefined)	1	5	0	0	-6	4	13	4	-7
CCSc1cnn(-c2ccccc2)c(=O)c1SCC	4	3	3	4	2	5	3	5	5
CCOC(=O)C(NC(C)=O)C(=O)Nc1ccc(C(C)(C)C)cc1 (centres undefined)	0	3	6	3	-5	-9	2	0	3
CCN(CC)C(=O)CSc1nc2cc3c(cc2c(=O)n1Cc1ccc(OC)cc1)OCO3	-1	-3	3	10	-3	-4	0	2	5
N#CCSc1ccccc1NC(=O)COc1ccc(-c2nnco2)cc1	1	0	6	7	x	-5	0	2	5
Cc1ccc(C2/C=C\CC(NC(=O)OCC3c4ccccc4-c4ccccc43)CC(=O)N2Cc2ccccc2)cc1 (centres undefined)	x	-3	-2	-2	x	x	x	-8	x
OCCNc1nc(-c2ccccc2)nc2ccccc12	8	5	6	0	-1	-6	2	10	15
Cc1ccc(S(=O)(=O)Nc2ccc3cn[nH]c3c2)c(C)c1	-1	11	-3	-1	x	-6	6	2	1
COc1ccc(C(=O)OCC(N)=O)cc1[N+](=O)[O-]	-2	1	10	-2	-2	6	-9	-1	-7
Cn1c(SCc2cccnc2)nnc1-c1c[nH]c2ccccc12	-2	4	-10	4	7	-12	-9	0	-3
Cn1c(=O)c([N+](=O)[O-])c(-n2ccnc2)c2ccccc21	-2	2	2	3	8	10	-5	5	0
Cc1c(C(=O)N2CCN(c3ncccn3)CC2)sc2nc3n(c(=O)c12)CCCC3	6	4	6	4	-8	-1	7	8	7
CC(CC(=O)O)Nc1ccccc1O (centres undefined)	1	10	13	19	9	8	-2	2	-4
COc1cccc2cc(C(N)=O)oc12	1	0	5	9	4	-3	7	-2	5
Continued:
SMILES	LYPLA1 inh	PAFAH1B2 FP inh	PAFAH1B3 FP inh	pPAFAH inh	EBNA-1 inhibitor	ZTA DNA inh	LYPLA2 inh	PAFAH2 inh	PREPL inh
CCC(C)(C)n1nnnc1C(c1ccccc1)N1CCN(Cc2ccccc2)CC1 (centres undefined)	-2	4	13	4	2	4	-3	-3	18
O=C(N/N=C/c1c[nH]c2ccccc12)c1ccc2c(c1)OCCO2	2	2	3	0	3	-2	8	-1	14
NC(=O)C(=O)NN=C1CCC(c2ccccc2)CC1 (centres undefined)	1	3	2	0	4	5	-1	1	-9
Cc1ccc(S(=O)(=O)NC(=O)NC(=O)N(C)S(=O)(=O)c2ccc(C)cc2)cc1	-3	5	5	4	7	-12	-9	4	-7
CCOc1ccc2c(c1)C(N(CCN1CCOCC1)C(=S)Nc1ccccc1OC)CC(C)(C)O2 (centres undefined)	1	4	3	1	9	-3	-1	6	4
O=C(COc1ccccc1[N+](=O)[O-])Nc1cccc(Cl)c1N1CCOCC1	-4	1	3	5	0	-5	1	8	5
Cc1cc(NC(=O)C(C)SCC(=O)OC(C)C(=O)Nc2ccccc2C)no1 (centres undefined)	2	0	4	12	-5	16	5	7	-6
Cc1cc(C(=O)O)c(=O)[nH]c1C	-4	5	-3	1	2	1	3	-7	4
O=C(NNC(=O)c1sccc1-n1cccc1)c1ccc(F)cc1	-4	5	8	0	1	15	-3	4	7
COc1ccc(CCNC(=O)CSc2ccc(-c3ccco3)nn2)cc1	-1	2	4	13	0	1	5	8	6
N#C/C(C(=O)c1ccccc1)=C1/CCCN1	4	-2	3	0	-7	3	-3	12	6
O=S(=O)(c1cccc(Cl)c1Cl)N1CCN(C(=S)NCCCN2CCOCC2)CC1	0	3	4	4	-6	-6	3	4	15
CC1CC(=O)N(c2ccc(Br)cc2)C(=O)C1	3	3	2	-2	-8	-24	5	-1	12
COc1nnc(-c2ccc(N3CCOCC3)c(NC(=O)c3ccc(C)cc3)c2)c2ccccc12	3	4	-5	-2	-12	1	1	1	7
O=C(C1CCC(CNS(=O)(=O)c2ccc(F)cc2)CC1)N1CCOCC1 (centres undefined)	-2	2	9	14	1	2	2	3	-3
CC[N+](CC)(CC)CC(=O)Nc1ccc(SC(F)F)cc1	2	3	2	3	6	14	1	-1	-8
OCCC1CN(Cc2ccc3nsnc3c2)CCN1CCc1ccccc1 (centres undefined)	2	6	0	2	5	-2	12	4	11
CC1SC(c2cccc(Cl)c2)NC1=O (centres undefined)	3	2	3	0	-3	-2	2	-8	6
COc1ccc(NC(=O)C2CCN(C(=O)NCc3ccccc3)CC2)cc1	1	-3	1	0	2	5	0	0	-1
C=CCN(CC=C)C(=S)Nc1ccccc1	1	4	7	0	5	8	1	-4	3
O=C(N/N=C/c1ccccc1O)c1ccncc1	2	-7	-3	5	-7	10	-1	0	-3
Cc1sc2nc(CSCC(=O)NC(C)(C)C)[nH]c(=O)c2c1C	-4	5	-3	0	7	7	-3	4	-8
Cn1nc(-c2ccc(OCC(=O)Nc3cccnc3)cc2)c2ccccc2c1=O	4	5	3	11	3	-12	6	-10	7
CC(C)CC(=O)NC(NC(=S)Nc1cccc2cccnc12)C(Cl)(Cl)Cl (centres undefined)	-1	-2	4	-1	-6	-12	0	1	0
CN(Cc1ccccc1)Cc1ccccc1F	1	5	15	1	0	-2	11	3	3
Further compounds
SMILES	LYPLA1 inh	PAFAH1B2 FP inh	PAFAH1B3 FP inh	pPAFAH inh	EBNA-1 inhibitor	ZTA DNA inh	LYPLA2 inh	PAFAH2 inh	PREPL inh
Cc1ccc(NC(=O)CN(C)CC(=O)Nc2ccc(F)c(F)c2F)c(Cl)c1	0	5	6	5	-1	-5	1	-6	-18
CCn1c(SC/C=C/c2ccccc2)nnc1-c1cccs1	2	9	1	11	7	-13	4	-4	2
O=C(NCCCn1ccnc1)C1CCN(S(=O)(=O)c2ccc(F)cc2)CC1	-1	3	-4	8	-4	1	3	1	-4
CCC(=O)N1CCc2cc(S(=O)(=O)NCCC(=O)N3CCN(c4ccccc4)CC3)ccc21	0	2	9	-8	-4	-1	8	-12	7
CC(C)c1onc(C(=O)N2CCN(Cc3ccccc3)CC2)c1[N+](=O)[O-]	2	8	4	-9	-4	-6	2	2	-2
COc1cccc(NC(=O)Cc2ccc(C)cc2)c1	0	5	5	-2	9	-1	-1	-9	4
CCN(c1ccc(OC)cc1)S(=O)(=O)c1nnc(NC(=O)c2ccco2)s1	-4	-9	-3	6	5	5	-3	14	1
CCOc1ccc(NC(=O)CCS(=O)(=O)c2ccc(C)cc2)cc1	-1	1	4	0	3	2	10	4	2
CC(C1CC1)N(C(=O)NC1CCS(=O)(=O)C1)c1ccccc1 (centres undefined)	3	21	5	0	4	4	3	1	-2
C1=C[C@H]2CC[C@@H]1N(c1ccccc1)O2	x	3	9	5	x	x	x	0	x
CCN(CC)CCNC(C(=O)Nc1ccc([N+](=O)[O-])cc1Br)c1ccccc1 (centres undefined)	2	1	9	-2	11	-14	-1	2	11
CCSc1nnc(NC(=O)CSC2=NN3CCCC(=O)N=C3S2)s1	4	5	11	-1	1	2	2	2	10
COc1ccc(-c2cc(C(=O)Nc3ccc(S(N)(=O)=O)cc3)c3ccccc3n2)cc1OC	-6	-5	-4	-4	16	3	-10	-5	2
Cc1ccc(NC(=O)c2ccc(NS(=O)(=O)c3cccc4cccnc34)cc2)cc1	-10	0	5	3	-6	-1	-10	-3	-7
CCOC(=O)CN1C(=O)SC(CC(=O)Nc2nccs2)C1=O (centres undefined)	-2	3	5	4	0	5	4	0	-1
CCOC(=O)C1C(=O)NC(N2CCN(c3ccccc3)CC2)=NC1c1ccco1 (centres undefined)	3	5	3	4	-3	-16	8	9	7
CCCC(=O)Nc1nc(C(=O)OCC)cs1	0	0	5	-7	-11	-15	-2	5	6
CC(C)Cn1c(N)c(C(=O)NCc2cccs2)c2nc3ccccc3nc21	-12	-2	2	16	-3	-11	-7	6	9
[N-]=[N+]=CC(=O)C(Cc1ccccc1)N1C(=O)c2ccccc2C1=O (centres undefined)	0	3	16	-7	0	11	0	3	7
c1ccc2c(c1)nnn2CNc1nccs1	0	1	16	3	6	-4	-4	-2	4
CCN(c1ccccc1)S(=O)(=O)c1cc(NC(=O)COC(=O)C2CC2)ccc1Cl	-4	3	0	15	-13	1	-4	69*	-1
Cc1ccc(NC(=O)c2sc(N)nc2-c2ccc([N+](=O)[O-])cc2)c(C)c1	-3	5	7	-1	20	3	-3	-7	2
O=C1c2ccccc2C(=O)N1CC1=CCS(=O)(=O)C1	0	0	2	-4	-4	2	-3	2	-14
Cc1cc(C)n(C(=O)CNc2ccccc2Cl)n1	-1	-4	-1	7	7	-8	3	4	11
O=C(Nc1cccc(S(=O)(=O)N2CCCC2)c1)c1cc(-c2ccccn2)nc2ccccc12	-13	0	1	-1	-17	-14	-16	-9	-1
COCCN(Cc1cc2ccc(C)c(C)c2nc1Cl)C(=O)N1CCOCC1	4	3	2	-3	-10	-15	7	2	29
COc1cccc(NC(=O)CSc2ccccn2)c1	-2	1	11	1	-7	-4	5	-10	10
O=C(COC(=O)c1cc(-c2cccc3ccccc23)nc2ccccc12)NC1CCS(=O)(=O)C1 (centres undefined)	14	21	29*	15	-2	18	19	25	36
COc1ccccc1N1CCN(C(=O)CSc2nc3ccccc3[nH]2)CC1	-3	1	-1	12	6	4	2	9	6
CC(C)CN(CC(C)C)C(=O)Nc1ccccc1F	1	8	-1	2	-15	-19	10	-4	4

Three entries already listed, sorted by SMILES length, ascending.
SMILES	LYPLA1 inh	PAFAH1B2 FP inh	PAFAH1B3 FP inh	pPAFAH inh	EBNA-1 inhibitor	ZTA DNA inh	LYPLA2 inh	PAFAH2 inh	PREPL inh
CC[N+](CC)(CC)CC(=O)Nc1ccc(SC(F)F)cc1	2	3	2	3	6	14	1	-1	-8
CCOC(=O)CN1C(=O)SC(CC(=O)Nc2nccs2)C1=O (centres undefined)	-2	3	5	4	0	5	4	0	-1
CC(C)CC(=O)NC(NC(=S)Nc1cccc2cccnc12)C(Cl)(Cl)Cl (centres undefined)	-1	-2	4	-1	-6	-12	0	1	0

Only PAFAH1B3 FP inh, ZTA DNA inh and pPAFAH inh (three entries from above):
mol	PAFAH1B3 FP inh	ZTA DNA inh	pPAFAH inh
O=C(C1CCC(CNS(=O)(=O)c2ccc(F)cc2)CC1)N1CCOCC1 (centres undefined)	9	2	14
CCSc1cnn(-c2ccccc2)c(=O)c1SCC	3	5	4
O=C(N/N=C/c1c[nH]c2ccccc12)c1ccc2c(c1)OCCO2	3	-2	0

Screening data deposited in PubChem by The Scripps Research Institute Molecular Screening Center.

These rows are one share of the data; rates above refer to the full screens.
